IDE cell inh: human IDE inhibitors in live cells, primary screen, fluorescence polarization, HEK cells, FAbetaB substrate | Insulin-degrading enzyme (Homo sapiens), P14735 | FAbetaB cleavage | inhibition, % at 5.59 µM | 0.41% of 320,000 active;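 active = percent inhibition above the average of all tested compounds plus 3 SD, set per screening campaign, cut at about 16% in these data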;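 note: IDE supplied by intact live HEK cells; FP after avidin binding of uncleaved biotin substrate so inhibition keeps polarization high; 0% = DMSO wells and 100% = 60 µM reference IDE inhibitor Ii1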
IMP-1 inhibitor: IMP-1 metallo-beta-lactamase inhibitors, primary screen, biochemical, epi-absorbance readout, Pseudomonas aeruginosa enzyme. purified IMP-1, nitrocefin hydrolysis, epi-absorbance fluorescence. 0.45% of 290,000 active. inhibition, % at 5.6 µM. metallo-beta-lactamase IMP-1 (Pseudomonas aeruginosa);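 active = inhibition above the mean plus 3 SD of all compounds in the same screening run, cut at about 4.5% in these data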;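 note: 0% = IMP-1 with DMSO and 100% = DMSO wells lacking enzyme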
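System: purified IMP-1; amount: IMP-1 0.2 nM before substrate addition; compound: single dose, 5.6 µM; times: 25 °C, 15 min preincubation, 25 min reaction; signal: Epi-absorbance via hydrolysed-nitrocefin quenching of white-plate fluorescence, 480/530 nm, EDTA stop; benchmarks: DMSO with and without IMP-1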
VIM-2 inh: VIM-2 metallo-beta-lactamase inhibitors, primary screen, biochemical, epi-absorbance readout, Pseudomonas aeruginosa enzyme | 0.89% of 290,000 active | purified VIM-2, nitrocefin hydrolysis, epi-absorbance fluorescence | inhibition, % at 5.6 µM;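 active = inhibition above the mean of all tested compounds plus 3 SD, cutoff set per screening run, cut at about 7.5% in these data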;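 note: red hydrolysis product quenches plate fluorescence so inhibitors raise well fluorescence; 0% = enzyme with DMSO and 100% = DMSO without enzyme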
IDE cell activ: human IDE activators in live cells, primary screen, fluorescence polarization, HEK cells, FAbeta-B substrate; 0.073% of 340,000 active; AID 493087, 2011; FAbeta-B cleavage; 0% vehicle, 100% cell-free pure enzyme wells; activation, % at 5.96 µM; Insulin-degrading enzyme (Homo sapiens), P14735;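 active = activation above the mean of all tested compounds plus 3 SD, set per screening campaign, cut at about 17% in these data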
HCV NS3 hel inh: inhibitors of HCV NS3 helicase, primary screen, biochemical, Cy5 molecular beacon fluorescence | AID 1800, 2009 | inhibition, % at 10.9 µM | Hepatitis C virus NS3 helicase | 0.56% of 290,000 active | NS3 helicase DNA unwinding;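 active = inhibition above the mean of all tested compounds plus 3 SD, set per campaign, cut at about 35% in these data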;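 note: 0% = DMSO wells and 100% = thioflavine S control wells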
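System: NS3 helicase fragment of HCV / Schedule: 1 h at 25 °C / Control set: DMSO alone as 0% and 110 µM thioflavine S as 100% / Reagent: Cy5/quencher beacon DNA duplex and ATP to start / Technique: Cy5 fluorescence / Replication: singlicate / Evaluation: % inhibition of end-to-start signal ratio versus controls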
p-CIP stab down: p/CIP-EGFP fusion destabilizers, primary screen, fluorescence, F442A cells; 16 h; Q05BA5; 0.01% of 290,000 active; decrease of EGFP signal, % at 10 µM; AID 1984, 2009;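 active = EGFP signal decrease of at least 30% at 10 µM or well 3 SD below plate mean, unless failing retest; inactive = the rest, including hits failing retest or dose response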; note: some compounds called inactive have numbers as strong as hits; many of its hits are not listed in these tables
UBC9 SUMO inh: inhibitors of in vitro SUMOylation cascade, primary screen, biochemical, HTRF, uHTS | SUMO-conjugating enzyme UBC9 (Homo sapiens), P63279 | inhibition, % at 35 µM | 0.36% of 290,000 active | AID 2006, 2009 | HTRF SUMOylation assay, SAE1/SAE2 + UBC9; in the data active = inhibition above about 50%, passing the limit was not always enough; note: strong numbers were not always called active
Target sequence (P63279 whole entry, looked up): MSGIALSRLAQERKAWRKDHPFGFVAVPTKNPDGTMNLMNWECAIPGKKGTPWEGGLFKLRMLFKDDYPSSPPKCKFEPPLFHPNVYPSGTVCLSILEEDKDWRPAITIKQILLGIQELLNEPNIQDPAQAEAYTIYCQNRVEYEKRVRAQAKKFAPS
CRFBP-R2 block: antagonists of CRF-BP/CRF-R2 complex, primary screen, cell-based, HEK293, calcium dye fluorescence, uHTS | CRF-induced calcium fluorescence | inhibition, % at 11.8 µM | 0.59% of 350,000 active | AID 588475, 2011;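 active = inhibition of the ligand-induced calcium signal above about 50% at the single tested concentration, limit read from the data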
GalR3 antag: GalR3 antagonists in HEK293 cells, primary screen, cell-based, fluorescence readout. 0.44% of 360,000 active. inhibition, % at 3 µM. HEK293 GalR3-CNG cAMP membrane potential fluorescence; galR3 body fused to GalR1 C-terminus. Galanin receptor type 3 (Homo sapiens), O60755. AID 651719, 2012;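 active = inhibition above the screen-wide average plus 3 SD, cut at about 13% in these data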;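 note: forskolin and galanin both at EC90 stimulate the cells; cAMP rise reported by CNG channel membrane potential dye signal; 0% = forskolin plus galanin with DMSO and 100% = forskolin alone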
Target sequence (O60755 1-299 limits assumed): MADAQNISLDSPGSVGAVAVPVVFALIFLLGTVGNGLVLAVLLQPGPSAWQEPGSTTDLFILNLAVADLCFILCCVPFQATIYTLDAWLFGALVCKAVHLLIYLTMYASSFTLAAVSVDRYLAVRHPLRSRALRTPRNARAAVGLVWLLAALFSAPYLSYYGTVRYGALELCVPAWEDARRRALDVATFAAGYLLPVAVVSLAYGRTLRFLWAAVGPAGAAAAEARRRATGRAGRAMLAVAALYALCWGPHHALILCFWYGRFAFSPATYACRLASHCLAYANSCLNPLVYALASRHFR
An asterisk follows results filed as active; · = not tested or not shown.

IDE cell activ	CRFBP-R2 block	IMP-1 inhibitor	VIM-2 inh	p-CIP stab down	GalR3 antag	IDE cell inh	UBC9 SUMO inh	HCV NS3 hel inh	Molecule
6.8	9.9	-2.5	-0.8	1.9	-1.4	0.0	26.7	7.3	Nc1nc2nccc(-c3ccco3)n2n1
5.4	9.7	-0.8	0.0	-7.2	-2.5	0.3	14.4	-6.5	COc1ccc(CCNC(=O)NC23CC4CC(CC(C4)C2)C3)cc1OC
2.7	-0.4	·	·	·	-1.8	0.1	·	·	Cc1nc(SCC(=O)Nc2nccs2)c(C#N)c(C)c1C
-2.6	-24.7	-3.5	-1.2	-14.0	-1.4	11.4	13.6	-1.4	CC(C)C1N=C(c2ccc3c(c2)OCO3)CC(c2ccccc2O)N1 (stereo not given)
0.1	-0.5	-3.0	-4.2	-7.4	-4.6	3.4	-9.7	-4.9	CCCC(C)c1nnc(NC(=O)CN2C(=O)c3ccccc3C2=O)s1 (stereo not given)
2.9	14.9	-1.4	-2.1	-7.6	-3.2	0.1	-2.4	5.4	Nc1cccnc1Sc1cccc(Cl)c1
-3.5	1.8	·	·	·	-6.2	5.6	·	·	Cc1cc2nc3n(c2cc1C)CC1CC(C(=O)NCCC(C)C)N(C)C31 (stereo not given)
-1.3	81.9*	·	·	·	-4.6	-3.5	·	·	CCN1CCN(c2ccc(S(=O)(=O)N3CCOCC3)cc2NC(=O)c2cc(Cl)nc3ccccc23)CC1
-4.0	30.7	-0.4	0.5	4.6	-7.8	3.0	1.5	-3.3	COC(=O)Cn1nc(-c2ccccc2)c2ccccc21
-0.3	-4.7	-1.5	-3.7	-3.3	-1.6	-4.6	13.5	11.1	CCOC(=O)c1sc(NC(=O)c2cc3ccccc3o2)nc1C
-5.2	10.2	-3.0	-3.6	14.5	7.7	-0.8	-1.9	1.7	CCOC(=O)C1=C(C)C/C(=N\NC(=O)c2ccccc2O)CC1
-1.5	8.8	-4.2	-2.3	-1.1	-7.1	1.1	7.5	16.9	COC(=O)C1(CO)NC(c2ccc(C)cc2)C2C(=O)N(c3ccccc3)C(=O)C21 (stereo not given)
3.0	3.8	-3.1	1.8	1.7	-0.8	1.0	11.7	4.8	COc1ccc(/C(=N/O)C(C)(C)NO)cc1
2.5	1.2	-2.6	1.7	0.9	-0.1	-0.5	6.3	-4.3	COc1ccc(CN(C)Cc2ccccc2)c(OC)c1OC
4.5	-0.8	-2.0	-2.3	-1.5	0.8	-1.6	19.7	-0.4	Cc1oc(-c2cccs2)[n+]([O-])c1C
3.4	1.9	-1.5	-0.9	9.6	-6.3	7.3	-13.0	1.1	COc1ccc(C(=O)NCCC(C)C)cc1S(=O)(=O)N1CCOCC1
1.1	-8.8	1.2	2.1	-1.6	-4.9	3.2	-10.5	9.7	O=C1COCC(=O)N1CCc1c[nH]c2ccccc12
-0.3	9.3	-2.4	-0.3	-12.8	-9.2	6.4	12.9	-11.6	O=C(Nc1cc(F)ccc1F)C1CCCN(c2ncnc3c2nc2n3CCCCC2)C1 (stereo not given)
-1.0	-0.5	·	·	·	-4.0	1.6	·	·	Cc1ccc(S(=O)(=O)N2CCN(C(=O)COC(=O)c3ccccc3Cl)CC2)c(C)c1
3.3	5.2	-2.0	1.6	-3.9	-5.7	-0.4	5.2	0.4	COc1cc(C(=O)N2c3ccccc3CCC2C)cc(OC)c1OC (stereo not given)
0.0	12.6	-3.3	-2.8	-8.2	66.7*	-8.2	11.5	16.3	COc1cc(/C=C/c2ccc3cccc([N+](=O)[O-])c3n2)ccc1OCC(=O)O
-1.4	·	-3.6	-5.3	-5.9	0.5	0.8	-1.8	-4.1	Cc1ccc(CNC(=O)C2=CCN(S(=O)(=O)c3ccc(C)cc3)CC2)cc1
6.5	-13.1	-1.9	-3.6	-14.0	-10.6	3.8	21.7	31.7	CC1CCC(C(C)C)C(OC(=O)COC(=O)c2cc(O)ccc2N)C1 (stereo not given)
2.8	5.2	-2.3	-0.5	5.1	-4.5	0.2	4.9	1.2	Nc1ccc(-c2nnnn2-c2ccc(N)cc2)cc1
2.1	0.4	-2.1	-4.7	-4.3	·	0.9	0.2	3.2	Cc1ccc(NS(=O)(=O)c2ccc3c(c2)oc(=O)n3C)cc1F
-1.4	-3.1	·	·	·	-5.0	-3.9	·	·	CCC(C)N(C(=O)CSc1nc(C)c(C)c(C)c1C#N)C1CCS(=O)(=O)C1 (stereo not given)
3.0	-1.1	-2.0	-3.3	·	0.1	-4.4	·	1.1	CC(C)(C)c1nnc(NS(C)(=O)=O)s1
0.4	-6.1	-0.7	1.9	7.7	-3.0	5.2	3.8	4.0	O=C(CC1C(=O)NCCN1Cc1cccc(F)c1)NCCCN1CCCC1=O (stereo not given)
2.0	28.8	-1.6	-0.4	-7.6	-5.0	-3.0	13.4	3.8	CS(=O)(=O)N(CC(=O)N1CCCCCC1)c1ccc2c(c1)OCCO2
5.2	111.9*	-4.0	-0.9	6.3	2.2	2.7	7.1	0.5	C/C=C/C=C/C(=O)OC(C)C(=O)Nc1cc([N+](=O)[O-])ccc1OC (stereo not given)

Record cards, from the list above. Order of screens: IDE cell activ	CRFBP-R2 block	IMP-1 inhibitor	VIM-2 inh	p-CIP stab down	GalR3 antag	IDE cell inh	UBC9 SUMO inh	HCV NS3 hel inh
Profile of Cc1cc2nc3n(c2cc1C)CC1CC(C(=O)NCCC(C)C)N(C)C31 (stereo not given) : -3.5	1.8	·	·	·	-6.2	5.6	·	·
Profile of COc1ccc(CN(C)Cc2ccccc2)c(OC)c1OC : 2.5	1.2	-2.6	1.7	0.9	-0.1	-0.5	6.3	-4.3
Profile of Nc1nc2nccc(-c3ccco3)n2n1 : 6.8	9.9	-2.5	-0.8	1.9	-1.4	0.0	26.7	7.3

Next results.
IDE cell activ	CRFBP-R2 block	IMP-1 inhibitor	VIM-2 inh	p-CIP stab down	GalR3 antag	IDE cell inh	UBC9 SUMO inh	HCV NS3 hel inh	Molecule
5.1	-10.1	-3.5	-3.1	6.7	-2.1	-2.3	-12.8	11.4	Cc1ccc(NC(=S)NNS(=O)(=O)c2ccc3ccccc3c2)cc1Cl
·	-54.6	-3.8	-1.2	-7.8	-6.1	-4.6	9.5	9.7	O=C(N/N=C/C(Cl)=C/c1ccccc1)c1ccncc1
5.9	11.4	-2.0	1.7	2.8	-1.0	6.9	-9.1	13.3	COc1cccc(-c2nc3c(c(=O)[nH]c(=O)n3Cc3ccccc3)n2CCO)c1OC(F)F
3.1	21.9	-1.4	-1.2	3.4	-2.8	8.3	-7.0	-2.7	NC(=O)C1CCN(C(c2ccccc2F)c2nnnn2Cc2ccco2)CC1 (stereo not given)
·	9.6	-5.0	-1.9	-15.7	-3.5	1.0	6.7	7.1	O=C(Cc1ccccc1)NNC(=S)Nc1ccccc1
4.4	-26.5	-3.6	-4.6	-8.7	-8.6	11.0	23.3	-7.2	COc1cccc(NC(=S)NC2CC3CCCC(C2)N3C2CCCC2)c1 (stereo not given)
-6.0	2.7	·	·	·	-4.0	5.8	·	·	C[C@@H]1CCC(=O)N(C[C@@H](C)CSc2ccc(Br)cc2)CC1
-6.0	46.9	-2.1	-4.5	3.0	-4.9	-0.5	10.5	17.2	Cc1cc(S(=O)(=O)Nc2ccccc2C(=O)O)ccc1Cl
1.9	6.8	-3.9	-1.8	-6.3	0.9	1.3	24.9	-0.5	CCN(CC)CCNC(=O)c1ccccc1C(=O)c1ncc[nH]1
8.5	26.0	-3.1	-2.7	0.2	9.8	-15.4	-32.4	6.3	Cc1ccc(C(C)C)c(OCc2ccc(C(=O)N/N=C/c3cccc(O)c3O)cc2)c1
2.1	-4.0	·	·	·	-5.5	-3.4	·	·	COc1ccccc1S(=O)(=O)N1CCNC(=O)C1
5.4	-4.7	0.9	-4.8	-12.3	2.7	4.5	30.7	-1.6	O=C(CCSc1nnc(-c2ccncc2)o1)Nc1ccccc1Cl
2.0	-4.0	·	·	-15.0	-4.4	-2.5	-3.1	·	CN1C(C(=O)NCc2cccc(C(F)(F)F)c2)CC2Cn3c(nc4cc(Cl)c(Cl)cc43)C21 (stereo not given)
-1.5	7.6	-0.9	-1.4	2.2	-5.7	0.7	5.3	7.8	Cc1cccc(-n2nc(C)c3c2NC2=C(C(=O)CCC2)C3c2ccccn2)c1 (stereo not given)
-2.2	7.9	-1.9	-3.4	13.7	0.2	3.9	9.8	-5.2	CCOC(=O)c1c(C)c(C(=O)NCc2ccc(OC)cc2)c(C)n1C
5.2	5.3	1.3	-1.1	-5.3	-9.0	-3.3	4.4	-5.8	O=C(Nc1ccccc1)c1cccc2c(Br)cccc12
0.3	16.4	-0.6	0.6	-26.1	·	2.4	20.1	-2.6	O=C(O)[C@H](Cc1ccccc1)N1Cc2ccccc2C1=O
5.7	-24.3	-3.0	-4.3	1.8	3.1	-5.5	13.1	1.1	N#CCCn1cc(C(=O)Nc2ccc(C(=O)O)cc2)c(-c2cc3ccccc3o2)n1
5.1	-63.9	-1.7	-0.4	2.4	-3.0	1.2	-16.0	5.6	CC(C)c1ccc(O)c(NC(=O)c2cncc(Br)c2)c1
4.2	-2.3	-0.6	-4.0	-8.9	-2.5	·	13.2	7.8	CCOC(=O)c1sc(NC(=O)CSc2ncccn2)c(C#N)c1C
2.3	9.4	-0.9	-1.3	-7.5	-10.4	-2.9	0.9	4.8	O=C(NCCCSc1ccccc1)c1cnc(Cl)c(Cl)c1
-1.6	-0.8	-3.4	-0.3	-11.5	-4.0	-2.7	-1.2	-7.6	O=C1CC(C(=O)N2CCCc3ccccc32)CN1c1ccc(F)cc1 (stereo not given)
-2.9	-1.1	1.6	0.7	-2.1	2.4	-3.9	-14.3	6.2	CC1=C(C(=O)N2CCCC(CCC(=O)NCc3ccc(F)c(F)c3)C2)OCCO1 (stereo not given)
1.1	10.3	-0.7	-2.2	-8.7	-6.0	0.2	15.3	-8.4	O=C1C(=O)N(CNc2cccnc2)c2ccccc21
-2.5	3.3	-3.7	-0.2	4.5	·	-3.0	0.5	6.6	COc1cc(C2c3c(-c4ccccc4)n[nH]c3C(=O)N2c2ccc(C(=O)O)cc2)ccc1O (stereo not given)
1.0	14.9	-2.5	8.8*	-1.2	-9.0	-6.1	13.1	2.2	O=C1c2ccccc2C(=O)c2c1cccc2N1CCN(CCO)CC1
-1.1	-13.7	-5.4	-6.6	-12.3	3.7	-2.2	-21.5	-8.9	CCCCOc1ccc(CNC(=S)N/N=C/c2ccc(OC)c(OC)c2)cc1
